# Screens from PubChem.
# aSyn tox rescue – inhibitors of alpha-synuclein toxicity in yeast | 94,000 tested, 0.02% active | Potency, µM (titrated, usually from 46.1 µM), without a hit: top-dose growth rescue (activation), actives largely listed as activators | S. cerevisiae alpha-synuclein toxicity rescue, BacTiter-Glo growth, 24 h | AID 1347070; active = well fitted activation curve with a large enough effect; inconclusive = small, poorly fitted or top-dose-only effect; note: 0% is about no effect
#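 Growth restoration measured by BacTiter-Glo luminescence after 24 hr at 30 deg C; alpha-synuclein yeast, raffinose-pregrown to mid-log, were added at OD600=0.02 in galactose medium onto pinned compounds.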
# The depositor's hits bear a star; ? = inconclusive; & = joins results of further samples; [ ] = remark or other dose. Potency is the fitted concentration of half-maximal effect. This is a subset, so the mix of outcomes need not match the whole.
no.	Molecule	aSyn tox rescue
1	CCCOc1ccc(C(=O)Nc2ccc3oc(-c4ccncc4)nc3c2)cc1	2%
2	FC(F)(F)c1cccc(N2CCN(c3nc4ccccc4n4cnnc34)CC2)c1	0%
3	Brc1ccccc1OCCN1CCCC1	0%
4	COc1ccc(C(=O)NCCn2ccc3ccccc32)cc1OC	-1%
5	CCN1CCOC(=O)C1CC(=O)Nc1cc(C)ccc1OC (stereo not given)	-82%[inhibitor]
6	COc1ccc2c(c1)sc(=N)n2CC(=O)Nc1cc(C)cc(C)c1	-13%
7	CCOC(=O)c1c(C)oc2ncnc(N3CCN(c4ccccc4)CC3)c12	-2%
8	Cc1ccc(NC(=O)CN2C(=O)CCSc3ccc(S(=O)(=O)N4CCCC4)cc32)cc1C	2%
9	COc1ccc(N(CC(=O)NCc2cccnc2)S(=O)(=O)c2c(C)nn(C)c2C)cc1	3%
10	CCOC(=O)N1CCC(N2C(=O)c3ccccc3C2Nc2ccccc2C)CC1 (stereo not given)	4%
11	COc1ccccc1NC(=O)c1cc(C(=O)Nc2ccccc2OC)cc(N2C(=O)CCC2=O)c1	-4%
12	Cc1ccc(Sc2ccc(N3CCCC(C(=O)Nc4ccc(Br)cc4)C3)nn2)cc1 (stereo not given)	5%
13	Cc1ccc2nc(Cl)c3cc(C(=O)NC4CCCCCC4)sc3c2c1	-5%
14	COc1ccc(CNC(=O)Cn2c(-c3ccccc3)cc(C(C)=O)c2C)cc1OC	6%
15	CCOC(=O)c1cn2nc(N3CCCCC3)ccc2n1	-1%
16	CCCCn1c(N)c(N(Cc2ccccc2OC)C(=O)C2=COCCO2)c(=O)[nH]c1=O	-7%
17	COc1ccc(CCNC(=O)/C(=C/c2cccnc2)NC(=O)c2ccccc2)cc1OC	5%
18	CC(=O)Nc1nonc1-c1nnc(SCC(=O)Nc2ccccc2)n1-c1ccccc1	3%
19	Cc1ccc(-c2nc(CS(=O)CC(=O)N3CCN(c4cccc(Cl)c4)CC3)c(C)o2)cc1 (stereo not given)	4%
20	COc1ccc(S(=O)(=O)N2CCCC(C(=O)NCc3cccnc3)C2)cc1C (stereo not given)	-5%

# Structural class: those above containing bromine (two)
no.	Molecule	aSyn tox rescue
3	Brc1ccccc1OCCN1CCCC1	0%
12	Cc1ccc(Sc2ccc(N3CCCC(C(=O)Nc4ccc(Br)cc4)C3)nn2)cc1 (stereo not given)	5%

# Other results:
no.	Molecule	aSyn tox rescue
21	Cc1ccc(-c2nnc(Nc3ccc(O)cc3)c3ccccc23)cc1S(=O)(=O)NC(C)(C)CO	-12%
22	CCCc1ccc(OCC(=O)Nc2sc3c(c2C(=O)OCC)CCC(C(C)(C)C)C3)cc1 (stereo not given)	-4%
23	CCCOc1ccc(C(=O)N(Cc2ccco2)Cc2ccco2)cc1	5%
24	Cc1ccc(-n2c(SCC(=O)Nc3ccc4c(c3)OCO4)nc3c([nH]c4ccccc43)c2=O)cc1	22%
25	Cc1cc(O)c(C(c2ccccc2Cl)N2CCN(c3ccccc3)CC2)c(=O)n1Cc1ccco1 (stereo not given)	6%
26	CCOC(=O)N1CCC(N2Cc3cccc(C(=O)NCc4ccccn4)c3C2=O)CC1	-1%
27	C=CCN(Cc1ccc(Br)s1)C(=O)c1ccc(OCc2c(C)noc2C)cc1	0%
28	COc1ccc(S(=O)(=O)c2c(O)c3ccc(C(=O)NCc4ccc(F)cc4)cc3[nH]c2=O)cc1	-9%
29	CCCCCn1cc2c(c1-c1ccccc1Br)c(=O)n(C)c(=O)n2C	3%
30	COc1cccc(/C=C/C2=CC(C)(C)NC(=S)N2)c1	1%
31	COCCNC(=O)CN(C(=O)CCC(=O)Nc1ccccn1)c1ccccc1F	-11%
32	CCOCCCNC(=O)c1ccc(Cn2c(=O)[nH]c3ccsc3c2=O)cc1	3%
33	COc1cccc(-n2nnnc2SCC(=O)NC2CCCCC2)c1	7%
34	CCCCNC(=O)CCCn1c(=O)c2ccccc2n(Cc2c(C)cc(C)cc2C)c1=O	8%
35	CCC(Sc1nnc(-c2ccc(F)cc2)c(-c2ccc(F)cc2)n1)C(=O)NC1CCCC1 (stereo not given)	-1%
36	CCN1C(=O)[C@H]2[C@@H](c3ccc(OC)cc3)N[C@]3(CCCN(Cc4ccc(OC)cc4)C3=O)[C@H]2C1=O	6%
37	Cc1cn([C@H]2C[C@H](O)[C@@H](CNCc3cccn3-c3nccs3)O2)c(=O)[nH]c1=O	3%
38	C[C@@H]1CN([C@@H](C)CO)C(=O)CCCn2cc(nn2)CO[C@H]1CN(C)S(=O)(=O)c1cccc(C#N)c1	0%
39	COc1ccc(S(=O)(=O)NNc2nc(C)cc(C)n2)cc1Br	16%
40	Cc1ccc(S(=O)(=O)N(C(=O)c2ccncc2)c2ccc(OC(=O)c3ccncc3)c3ccccc23)cc1	10%

# Two records picked at random from those above:
no.	Molecule	aSyn tox rescue
27	C=CCN(Cc1ccc(Br)s1)C(=O)c1ccc(OCc2c(C)noc2C)cc1	0%
6	COc1ccc2c(c1)sc(=N)n2CC(=O)Nc1cc(C)cc(C)c1	-13%

# Carrying on.
no.	Molecule	aSyn tox rescue
41	CCOc1ccc(NC(=O)c2cc(C)nc3c2c(C)nn3-c2ccc(C)cc2)cc1	-10%
42	CCOC(=O)C1=C(CS(=O)(=O)c2ccccc2)NC(=O)NC1c1ccc(O)c(OC)c1 (stereo not given)	4%
43	Cc1ccc(C)c(CNC(=O)CCn2cccn2)c1	3%
44	CC12CCC(C(=O)N(CC(=O)O)C1=O)C2(C)C (stereo not given)	3%
45	CCOC(=O)N1CCc2c(sc3c2C(=O)NC(c2ccc(C(=O)OC)cc2)N3)C1 (stereo not given)	11%
46	Cc1ccc(C(=Cc2ccc([N+](=O)[O-])cc2)C(=O)O)cc1	-2%
47	O=C(CSc1n[nH]c(=O)n1-c1ccccc1)Nc1ccccc1	-2%
48	CCCCn1c(N)c(N(CC(C)C)C(=O)c2cc(S(=O)(=O)N3CCOCC3)ccc2Cl)c(=O)[nH]c1=O	1%
49	CCCC(=O)Nc1ccc(C(=O)COC(=O)c2c(C)noc2C)cc1	3%
50	Cc1ccc(NS(=O)(=O)c2cn(C)c(=O)n(C)c2=O)cc1C	-3%
51	O=C(NNC(=S)Nc1ccccc1)c1ccc(O)cc1	5%
52	N#Cc1ccc(CN2C=NS(=O)(=O)c3ccccc32)cc1	1%
53	CC(C)(C)c1ccc(S(=O)(=O)N2CCC(c3ccncc3)CC2)cc1	-7%
54	O=S(=O)(c1ccc(-c2cc(C(F)(F)F)on2)s1)N1CCN(c2ccc(F)cc2)CC1	-1%
55	Cc1ccc(Cn2c(C(=O)O)c(CNCCc3ccco3)c3ccc(C)cc32)cc1	6%
56	COc1ccc(CCNC(=O)Cc2c(C)c3cc4c(C(C)(C)C)coc4c(C)c3oc2=O)cc1	-5%
57	Cc1cc(C)cc(OCC(=O)Nc2nc3c(s2)CC(C(C)(C)C)CC3)c1 (stereo not given)	-2%
58	CN(C)/C=C/C(=O)/C=C/c1ccc(Cl)cc1	-73%[inhibitor]
59	Cc1ccc(NC(=O)NCC(c2ccccc2)N(C)C)cc1 (stereo not given)	2%
60	CCOc1ccc(CCNC(=O)CCCc2nnc3n(CCCOC)c(=O)c4sccc4n23)cc1	9%
61	O=C(COC(=O)c1ccc[nH]c1=O)NC1CCCc2ccccc21 (stereo not given)	5%
62	Cc1cccc(N2CCN(S(=O)(=O)c3csc(C(N)=O)c3)CC2)c1C	-3%
63	O=C(NCCC1CCCCN1S(=O)(=O)c1ccc(Cl)cc1)C(=O)NCc1cccnc1 (stereo not given)	-10%
64	O=C(CSc1ncccn1)N/N=C/c1cccc([N+](=O)[O-])c1	1%
65	CCOC(=O)c1ccc(NC(=O)CSc2nc(C)c(Cc3ccccc3)c(=O)[nH]2)cc1	0%
66	Oc1ccccc1CNc1ccc(OC(F)(F)F)cc1	-24%
67	O=C(Cc1cccc2ccccc12)N1CC[C@@]2(O)CCCC[C@H]2C1	0%
68	COC(=O)c1cc(S(=O)(=O)NCC2CCN(Cc3ccccc3F)CC2)c[nH]1	-9%
69	Cc1cccn2c(=O)c(/C=C(\C#N)C(=O)NC3CCS(=O)(=O)C3)c(Oc3ccc(F)cc3)nc12 (stereo not given)	0%
70	COc1ccccc1-c1cc2nc(C)c(CCC(=O)NCCc3cccc(C)c3)c(C)n2n1	6%
71	CC1=NNC(=O)C1CC(=O)N/N=C(\C)c1ccco1 (stereo not given)	-3%
72	CN(Cc1ccccc1)S(=O)(=O)c1ccc(Cl)c(C(=O)OCC(N)=O)c1	8%
73	Nc1nc(N)c(S(=O)(=O)c2ccccc2)c(Nc2ccccc2)n1	-11%
74	COc1ccc(CNC(=O)C2CCC(CNS(=O)(=O)c3ccc4c(c3)CCCC(=O)N4)CC2)cc1 (stereo not given)	-1%
75	CCOC(=O)C1=C(CS(=O)(=O)c2ccc(F)cc2)NC(=O)NC1c1ccc(OCC)c(OC)c1 (stereo not given)	-2%
76	COCCN(C(=O)COC(=O)CCn1c(C)csc1=O)c1c(N)n(Cc2ccccc2)c(=O)[nH]c1=O	2%
77	O=C(O)C1C2C=CC3(CN(C4CCCC4)C(=O)C13)O2 (stereo not given)	-9%
78	CCCCc1ccc(NS(=O)(=O)c2ccc(N3CCCCS3(=O)=O)cc2)cc1	14%
79	O=C(Cn1c(=O)nc(-c2ccccc2)c2cc(Cl)ccc21)NCc1ccccc1	-18%
80	N#C/C(=C\c1cccs1)C(=O)NCc1ccccc1	-2%
81	Cc1cc(Cl)ccc1OCC(=O)Nc1c(C(=O)c2ccccc2)oc2ccccc12	-8%
82	Cc1cccc(NC(=O)C2CCCN(S(=O)(=O)c3ccc4c(c3)oc(=O)n4C)C2)c1 (stereo not given)	2%&7%
83	COc1ccc(CN2CCOCCOCCOCCOCC2)cc1	-2%
84	O=C(c1ccc(Nc2nc3ccccc3n3nnnc23)cc1)N1CCN(c2ccc(F)cc2)CC1	6%
85	Cc1ccn2c(=O)nc(SCC(=O)N3CCN(c4ccccc4)CC3)nc2c1	-4%
86	COc1ccc(S(=O)(=O)c2cc3cc(OC)ccc3oc2=O)cc1	5%
87	CCc1ccccc1NC(=O)CSc1nnc(CCNC(=O)OC(C)(C)C)o1	3%
88	CSc1nsc(SCC(=O)Nc2ccc(F)cc2F)n1	0%
89	CCc1ccccc1NC(=O)CN1CCN(CC(=O)Nc2ccc(-c3ccccc3)cc2)CC1	6%
90	CCn1c(SCC(=O)NCc2ccccc2)nc2nc3c(cc2c1=O)CCCC3	11%
91	COc1ccc(CN2C(=O)CS/C2=N/N=C/c2cccs2)cc1	3%
92	Cc1ccc(Cl)cc1NC(=O)c1sc2nc(-c3ccccc3)cn2c1C	-10%
93	Cc1ccc(NC(=O)Nc2csc3c2CCCC3)c(C)c1	-1%
94	O=C(NCCN1CCOCC1)c1sc2ccccc2c1Cl	-1%
95	CCC(=O)N1CCc2cc(S(=O)(=O)NC(C(=O)NCCc3cccc(C)c3)C(C)C)ccc21 (stereo not given)	-7%
96	COc1ccc(NC(=O)c2ccco2)cc1NC(=O)COc1ccccc1	-2%
97	COc1ccc(Cn2ccnc2SCC(=O)NC2CCCC2)cc1	5%
98	C/C(=N\N=C(/N)SC1CC(=O)N(c2ccc(Cl)cc2)C1=O)c1cccs1 (stereo not given)	2%
99	COCCCNC(=O)C1CCN(C(=O)c2ccc(-n3ccc4ccccc43)s2)CC1	1%
100	CC(C)(C)N1CCC1CN (stereo not given)	-10%

# The listing continues:
no.	Molecule	aSyn tox rescue
101	COc1ccc(-n2c(C)cc(/C=C3\C(=O)NN(c4ccccc4)C3=O)c2C)cc1	-2%
102	Cn1c(=O)n(C)c2cc(NS(=O)(=O)c3ccc(Br)cc3)c(NCc3ccccc3)cc21	-4%
103	COc1ccccc1C(=O)NC(=O)COC(=O)CN1C(=O)NC2(CCCCC2C)C1=O (stereo not given)	-4%
104	O=C(CSc1nnc(-c2cccc(F)c2)o1)N1CCOCC1	-6%
105	CC(C)OCCCNC(=O)C(=O)Nc1c2c(nn1-c1ccccc1)CS(=O)(=O)C2	-10%
106	Cn1c(=O)[nH]c(=O)c2c1nc(N1CCCCCC1)n2CCSc1nc2ccccc2o1	-8%
107	O=C(COC(=O)/C=C/c1ccccc1Cl)NCc1ccco1	4%
108	CC(=O)OC/C=C(\C)CCC=C(C)C	6%
109	CCOC(=O)CSc1nc(-c2ccc(Cl)cc2)cc(C(F)(F)F)c1C#N	8%
110	COc1cc(C)c(C(=O)CC(=O)c2c(C)cc(OC)cc2C)c(C)c1	?
111	COc1ccc2c(c1)c1c(c(=O)n(-c3ccc(C)cc3)c(=O)n1CC(=O)NCc1ccc(C)cc1)n2C	-7%
112	CCOC(=O)c1cnn(CCOC(=O)c2ccc(F)cc2)c1NC(=O)c1ccc(F)cc1	5%
113	COc1ccccc1CNC(=O)C1CCN(C2=NS(=O)(=O)C(c3ccc(C)c(C)c3)=C2C)CC1	-5%
114	O=C(NC1CCCCCC1)C1CCN(C(=O)N2CCOc3ccc(Cl)cc32)CC1	9%
115	CSc1nc2ccccc2c(=O)n1C1CCCCC1	5%
116	N#Cc1ccccc1NC(=O)COc1ccc2c(c1)OCO2	-8%
117	COCCCNC(=O)c1ccc(-c2nc(CS(=O)(=O)c3ccc(C)cc3)c(C)o2)cc1	-2%
118	COc1ccc(CNC(=O)CCS(=O)(=O)c2ccc3c(c2)CC(C)N3C(=O)C2CC2)cc1 (stereo not given)	1%
119	COc1ccc(CNC(=O)CNS(=O)(=O)c2ccc(Cl)cc2)cc1	6%
120	Cc1cccc(NC(=O)c2n[nH]c([N+](=O)[O-])c2Br)c1C	-71%[inhibitor]
121	O=S(=O)(c1ccc(F)cc1)N1CCC(N2CCCC2)CC1	-5%
122	Cc1ccc(OCC(=O)NCCCNC(=O)c2ccncc2)cc1	3%
123	Cc1noc(C)c1CSc1ccccc1C(=O)N(C)CC(=O)Nc1cccc(F)c1	-2%
124	CCCCS(=O)(=O)CC(O)CSc1nc(-c2ccc(C)cc2)cc(-c2ccccc2)c1C#N (stereo not given)	-2%
